# Compound activity as filed in PubChem BioAssay.
# GSK3A inh = inhibitors of human GSK-3 alpha kinase. P49840. ADP-Glo luminescence, 60 min. inhibition, % at 10 µM. actives 0.1% (n = 320,000). AID 2650;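 in the data active means inhibition above about 50%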;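 further: GST-tagged GSK-3 alpha with peptide substrate and 25 µM ATP; 0% = DMSO neutral wells and 100% = GW8510 positive control wells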
# Target sequence (P49840 whole entry, looked up): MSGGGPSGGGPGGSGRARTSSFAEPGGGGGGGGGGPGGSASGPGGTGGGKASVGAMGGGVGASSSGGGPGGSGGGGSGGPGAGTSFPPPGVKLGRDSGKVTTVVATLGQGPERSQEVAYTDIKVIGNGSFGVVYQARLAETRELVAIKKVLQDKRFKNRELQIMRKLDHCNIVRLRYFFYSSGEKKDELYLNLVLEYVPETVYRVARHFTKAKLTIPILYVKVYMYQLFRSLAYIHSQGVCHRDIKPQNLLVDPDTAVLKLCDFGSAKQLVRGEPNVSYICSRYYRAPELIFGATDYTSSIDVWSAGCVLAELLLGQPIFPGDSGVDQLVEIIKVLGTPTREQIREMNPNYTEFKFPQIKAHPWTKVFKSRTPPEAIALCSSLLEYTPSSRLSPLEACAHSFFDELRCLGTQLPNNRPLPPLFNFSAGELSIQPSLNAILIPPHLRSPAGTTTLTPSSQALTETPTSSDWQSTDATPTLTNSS
# HSF1 inhib = HSF1 inhibition; NIH3T3-HGL HSE-luciferase, MG132-induced, luminescence 8 h; hits give low values; activity change, negative = inhibition, % at 7.5 µM (by protocol); actives 0.77% (n = 300,000); AID 2098;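 active means more than half of replicate wells show activity change below -50%, luminescence cut by over half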;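 further: luciferase reports HSF-1 transcriptional activity via heat shock element; 0% = median of DMSO wells and -100% = zero luminescence signal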
# HSP90 refold inh = HSP90 refolding inhibition in rabbit reticulocyte lysate; luciferase refolding luminescence, 3 h; inhibition, % at 5.6 µM; actives 0.91% (n = 290,000);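 active means inhibition above the screen-wide mean plus 3 SD, computed separately per campaign, cut at about 16% in these data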;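 further: 0% = DMSO wells and 100% = 60 µM geldanamycin wells; inhibitors lower the luminescence because luciferase stays unfolded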
# HSF1 activator = increases HSF-1 driven luciferase reporter signal; activation, % at 9 µM; NIH3T3-HGL HSF-1 luciferase reporter, MG132, 8 h; 100% = twice DMSO control signal; actives 1.7% (n = 300,000);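 active means mean replicate activation of at least 50% with a set share of replicates each reaching 50%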;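 further: 0% = median of the neutral control wells and 100% = twice that signal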
# IEC-6 tox = counter-screen for KLF5 inhibitors: cytotoxicity in IEC-6 cells; AID 1825; actives 0.78% (n = 290,000); inhibition, % at 5 µM; IEC-6 cytotoxicity, luminescence viability; in the data active means inhibition above about 22%;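 further: 0% = plate median of test compound wells and 100% = cytotoxic reference compound wells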
# aSyn UTR inh = 5' untranslated region of α-synuclein, MLPCN primary screen; inhibition, % (tested at 7.5 µM); actives 0.82% (n = 300,000); alpha-synuclein 5'UTR reporter, inhibitor activity; in the data active means inhibition above about 60%;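 further: H4 neuroglioblastoma cells stably carrying SNCA 5'UTR luciferase fusion; 0% = DMSO wells and 100% = positive control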
# GSK3beta inhib = human GSK3beta kinase inhibition; GST-GSK3beta kinase, ADP-Glo luminescence, 60 min; hits give low values; P49841; activity score (negative = inhibition), % at 10 µM; AID 2097; actives 0.038% (n = 300,000);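 active means more than half of replicate wells score below -50%, meaning over 50% inhibition versus plate controls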;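 further: 0% = median DMSO wells and -100% = median GW8510 positive control wells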
# Target sequence (P49841 whole entry, looked up): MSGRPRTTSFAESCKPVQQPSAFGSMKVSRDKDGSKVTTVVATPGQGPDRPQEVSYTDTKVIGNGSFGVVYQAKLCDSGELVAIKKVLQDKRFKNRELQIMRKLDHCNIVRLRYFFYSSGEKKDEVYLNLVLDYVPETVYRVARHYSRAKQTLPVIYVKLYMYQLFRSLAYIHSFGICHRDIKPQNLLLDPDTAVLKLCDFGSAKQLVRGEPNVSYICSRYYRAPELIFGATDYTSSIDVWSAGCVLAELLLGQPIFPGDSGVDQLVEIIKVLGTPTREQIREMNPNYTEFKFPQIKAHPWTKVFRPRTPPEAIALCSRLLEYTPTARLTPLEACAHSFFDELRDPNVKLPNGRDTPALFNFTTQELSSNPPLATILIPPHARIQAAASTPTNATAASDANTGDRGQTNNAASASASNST
#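 Test system – GST-tagged human GSK3beta kinase, cell-free · Incubation – 60 min enzyme reaction, room temperature · Signal – ADP-Glo luminescence · Also added – peptide substrate and ATP at 25 µM · Controls – DMSO neutral wells and GW8510 at 20 µM as positive · Buffer or medium – Tris/MgCl2 kinase buffer · Measure – Luminescence-derived activity versus plate DMSO and GW8510 wells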
# KLF5 inh = kruppel-like factor 5 inhibition; AID 1700; inhibition, % at 5 µM; DLD-1 KLF5 promoter-luciferase reporter, luminescence; actives 0.23% (n = 290,000);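 active means inhibition above a per-plate limit of that plate's mean compound inhibition plus 3 SD, cut at about 60% in these data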;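 further: 0% = DMSO wells and 100% = LY294002 at 200 µM; higher means less KLF5 promoter-driven luciferase light; inactives centre near -14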
# AI-2 QS mod = Vibrio harveyi AI-2 quorum sensing modulation; Vibrio harveyi JMH597 AI-2 luminescence/OD600 ratio, 9 h; hits give low values; strain lacks LuxN and CqsS sensors; 0 = neutral-control median; activity change, % at 7.5 µM; actives 0.4% (n = 300,000); in the data active means activity change below about -75%, passing the limit was not always enough;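 further: luminescence divided by OD600 gain over 9 h not by final OD600 alone; inactives centre near 13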
# HIF activator = HIF pathway transcriptional activation; actives 0.32% (n = 300,000); U2OS HRE-luciferase reporter, luminescence; normalized: DMSO 0%, desferrioxamine 100%; activation, % at 7.5 µM (by protocol);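 active means mean activation of at least 10% of the iron chelator positive control signal, with at least half of replicates also reaching 10%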
# * marks the source's active call; other numbers are inactive results; · = not tested or not shown.
SMILES,GSK3A inh,HSF1 inhib,HSP90 refold inh,HSF1 activator,IEC-6 tox,aSyn UTR inh,GSK3beta inhib,KLF5 inh,AI-2 QS mod,HIF activator
CC(C)(C)C(=O)NC1(C(F)(F)F)NC(=O)N(c2ccccc2F)C1=O (centres undefined),2,0,3,-6,-4,4,1,-23,11,-0.4
COc1ccc(N2C(=O)CC(N(C)CCc3ccc(OC)c(OC)c3)C2=O)cc1 (centres undefined),0,-2,-2,1,-6,2,-1,-21,58,0.1
COc1ccc(N=C2C(=O)N3c4c(cccc42)C(C)=CC3(C)C)cc1,-1,2,0,3,19,13,0,-19,0,1.6
CCc1nnc(NS(=O)(=O)c2ccc(NC(=O)C(c3ccccc3)c3ccccc3)cc2)s1,-2,-2,·,5,·,-3,0,·,14,0.0
Cc1cc2ccccc2c(=O)n1CC(=O)NCC(=O)N1CCN(c2ccccc2F)CC1,9,-6,2,0,5,2,0,-3,37,-0.3
Cc1cc(C)c2nc(-c3ccccn3)cc(C(=O)NCc3ccc(S(N)(=O)=O)cc3)c2c1,1,-2,0,4,-1,-31,0,-16,-11,-0.1
Cc1cc[n+](CC(=O)c2cc3ccccc3oc2=O)cc1,-15,-3,1,9,4,5,2,-1,10,0.4
CC1=C(C(=O)OC2CCCCC2)C(c2ccc(C)o2)C2=C(CCCC2=O)N1 (centres undefined),0,4,1,13,4,-6,2,-18,14,-0.1
COC(=O)[C@@H](NC(=O)Nc1ccc(OC)cc1)C(C)C,0,-7,1,-4,0,2,1,8,28,-0.4
Cc1ccc2c(c1)-c1c(ssc1=S)C(C)(C)N2C(=O)CSC1=NCCS1,-1,0,2,10,7,-24,0,-21,27,-0.5
O=S1(=O)CCOC[C@H](Cc2ccccc2)N1Cc1ccc(F)cc1,1,6,·,8,·,17,5,·,12,0.5
COCCCNC(=O)c1ccccc1SC,1,-4,-3,14,-2,7,-3,-5,0,0.1

# As entered above.
# COc1ccc(N=C2C(=O)N3c4c(cccc42)C(C)=CC3(C)C)cc1 in KLF5 inh: -19
# COC(=O)[C@@H](NC(=O)Nc1ccc(OC)cc1)C(C)C in HSP90 refold inh: 1

# Following part.
SMILES,GSK3A inh,HSF1 inhib,HSP90 refold inh,HSF1 activator,IEC-6 tox,aSyn UTR inh,GSK3beta inhib,KLF5 inh,AI-2 QS mod,HIF activator
O=C(N/N=C/c1ccncc1)c1cccc(NC(=O)c2ccc(Cl)cc2)c1,·,6,-5,11,-10,-9,4,8,15,-0.1
CCCC(=O)Nc1nc2c(C)c(Cl)ccc2s1,-3,5,-1,16,5,-35,2,-46,12,0.2
CC(=O)N1CC(C)Sc2ccc(S(=O)(=O)NCc3ccc(F)cc3)cc21 (centres undefined),·,2,3,6,8,10,0,-9,2,·
COc1cc(NC(=S)NCCN2CCOCC2)cc(OC)c1,0,-2,-1,-9,2,-7,1,-16,9,0.0
Cc1ccc(CSCC(=O)N2CCN(c3ccccc3)CC2)cc1,-1,3,-5,2,-3,-20,1,-1,12,-0.2
Cc1cccnc1NCC(O)COc1ccccc1 (centres undefined),0,-3,1,-4,-4,12,-4,-26,12,0.3
CSc1cccc(NC(=O)C2CCN(S(=O)(=O)c3ccc(F)cc3)CC2)c1,1,-8,4,0,1,-54,-4,-17,16,·
CCN(CC)CCCNC(=O)CNC(=O)c1nn(-c2ccc(OC)cc2)c(=O)c2ccccc12,-1,-3,1,23,-4,-10,-4,-19,15,0.1
O=S(=O)(c1ccccc1)[C@@]1(c2ccc(Br)cc2)C[C@@H]2ON=C(c3cccc(Br)c3)[C@@H]2C1,3,1,·,-2,·,15,-3,·,36,-5.1
COc1ccc2ccccc2c1/C=N/NC(=O)c1sc(N)c(C#N)c1C,5,-26,7,-38,7,-5,-2,-3,-2,-1.0
COc1ccc(C(=O)N2CCCC2(C#N)c2ccccc2)cc1[N+](=O)[O-] (centres undefined),-4,-8,2,-7,1,8,-19,-25,18,-0.5
COc1ccccc1C(=O)NC(=O)COC(=O)CNC(=O)c1ccc(Cl)c([N+](=O)[O-])c1,2,1,·,15,·,-10,1,·,40,-34
CS(=O)(=O)c1ccc(CNC(=O)C2(C(F)(F)F)C/C(=C/CCO)CCCO2)cc1 (centres undefined),3,5,·,-2,·,11,-5,·,4,1.3
Cc1cc(C)c(C(=O)CSc2nc(C)cc(C)c2C(N)=O)c(C)c1,-2,23,1,36,-3,-45,-2,-40,13,0.9
Cc1cc(OC(=O)c2c(C)cc(O)cc2O)cc(O)c1C(=O)O,24,-1,·,3,·,-10,-10,·,40,-0.1
COc1ccc(C2CC(c3ccccc3)=NN2S(=O)(=O)c2ccc(C)cc2)c(OC)c1 (centres undefined),0,15,1,32,-5,-24,28,-18,9,1.1
O=C(NC1CCCN(Cc2ccc(Cl)cc2)C1)c1ccnc(Cl)c1 (centres undefined),0,2,4,10,-2,-18,2,-34,3,-1.1
NS(=O)(=O)c1ccc(CCNC(=O)/C=C/c2cccc([N+](=O)[O-])c2)cc1,-3,1,7,4,-2,21,0,-27,26,-0.5
COc1cc(NC(=O)C/C(C)=N/NC(=O)c2cccs2)c(OC)cc1Cl,-1,39,-5,48,1,-153,-2,2,0,3.5
CC(NCc1ccc2c(c1)OCO2)C(=O)NC1CCCCC1 (centres undefined),6,-3,4,-15,0,-19,0,17,14,-0.3
Cc1ccnc(NC(=O)c2ccccc2NC(=O)C(C)(C)C)c1,1,-11,13,-9,8,-27,3,-17,17,1.9
COc1ccc(/C=C/C(=O)NC(=S)Nc2cc([N+](=O)[O-])ccc2O)cc1OC,10,10,-3,9,-10,-5,4,-1,25,-0.4
CCOc1ccc2c(c1)sc(=NC(=O)C1CC1)n2C,0,5,-3,11,-1,-215,0,-88,34,2.2
CCOC(=O)c1c(-c2ccc(-c3ccccc3)cc2)csc1NC(=O)CCN1CCOCC1,1,-5,3,20,2,7,2,1,26,-0.2
Cc1ccccc1NC(=O)CN1C(=O)S/C(=C/c2cccnc2)C1=O,1,0,-1,17,-1,19,0,-9,-6,-0.2
Brc1cc2c(cc1Br)OCCOCCOCCOCCO2,2,7,0,-5,-4,-13,-1,-22,3,0.3
CCOC(=O)C1=C(C)Nc2nc(C)nn2C1c1ccc(C)cc1 (centres undefined),-1,2,0,-4,-2,3,2,-7,36,0.2
Cc1ccc(CNC(=O)COC(=O)c2cnccn2)cc1,-6,-1,-2,-21,3,13,0,-2,27,0.0
Cc1nc2nc(SCC(N)=O)[nH]c2cc1Br,0,10,2,17,-4,1,3,-17,38,-0.2
Nc1c(C(=O)Nc2ccc(F)cc2)sc(=S)n1-c1ccccc1F,1,-2,2,5,1,-84,0,-112,5,2.2
CC1CCc2[nH]c3ccc(C(=O)Nc4ccc(C(=O)N(C)C)cc4)cc3c2C1 (centres undefined),-5,3,-4,-2,0,-24,1,-22,37,0.0
CC(=O)Nc1nonc1NC(=O)CSc1ncn[nH]1,0,-14,0,-25,-2,-12,1,-7,26,-0.5
O=C(CCc1ccc(S(=O)(=O)N2CCOCC2)cc1)Nc1cc(Cl)ccc1N1CCOCC1,1,1,1,-3,-6,8,2,-10,15,-0.2
CSc1ncc(Cl)c(C(=O)Nc2ccc(NC(C)=O)cc2)n1,-4,0,-1,2,4,-15,-2,1,18,0.9
Cc1ccc(S(=O)(=O)NCCC(=O)OCC(=O)NC(=O)c2cccn2C)cc1,-4,-3,-1,-20,-2,4,4,-3,8,0.0
CCCSc1nc(=O)n2cccc(C)c2n1,-3,0,-1,-14,-8,5,1,-17,5,0.2
CCCCc1oc2c(c(=O)c1C)C(=O)CC(c1ccccc1)C2 (centres undefined),-1,5,5,-8,-4,14,4,-5,3,0.0
COCCCNc1nc2c(-c3cccc(C)c3)nnn2c2ccc(Cl)cc12,-3,-16,1,-17,4,2,0,-161,16,-25
CCCCOc1cccc(C2/C(=C(/O)c3ccc4c(c3)CC(C)O4)C(=O)C(=O)N2CCN2CCOCC2)c1 (centres undefined),-3,1,-7,6,-7,10,0,-19,4,-0.2
Cc1cccc(-n2nnc(C(=O)NC3CCCc4ccccc43)c2N)c1 (centres undefined),0,-10,-2,11,11,25,2,-17,29,2.6
Cc1cc(=O)[nH]c(N/N=C2/CCCC/C2=C\c2ccccc2)n1,0,-1,-2,-20,1,-25,0,-47,27,-0.2
O=C(CN(Cc1cccs1)C(=O)CNS(=O)(=O)c1ccccc1)NC1CCCC1,0,0,-5,9,0,-13,2,-19,14,-0.2
OCC1N=C(c2ccccn2)OC1c1ccccc1 (centres undefined),-6,-4,4,-5,-3,-7,2,-5,31,0.0
CC(C)(C)c1[nH]nc2c1C(C1C=CCCC1)C(C#N)=C(N)O2 (centres undefined),-3,11,-1,7,2,-10,-3,9,-2,-0.6
O=C(NCCCc1ccccc1)C1CC(=O)N(c2ccc3c(c2)OCCO3)C1 (centres undefined),-1,-22,9,-39,5,-3,-4,2,37,-0.6
COc1cc(/C=N/Nc2nc(C)nc3c2cnn3-c2ccccc2)ccc1O,·,·,0,·,32*,-14,1,11,8,0.6
CC(=O)N1c2ccc(S(=O)(=O)NCCC(=O)NC3CCC(C)CC3)cc2CC1C (centres undefined),-3,3,-1,-1,5,-15,0,-23,4,-0.2
COc1ccccc1CNC(=O)CNC(=O)N1CC(=O)Nc2ccccc21,7,-8,1,-5,3,6,1,-20,22,0.9
COc1ccc(CNC(=O)CN2CCC(C(=O)c3ccc(OC)cc3)CC2)cc1,-3,-2,0,-18,7,14,-3,-14,13,-0.2
CCCN1C(=O)c2ccccc2NC1c1ccc(Br)cc1 (centres undefined),-1,9,-1,2,-5,-15,1,-10,23,-0.9
COCCCNc1nc2c(-c3cccc(C)c3)nnn2c2ccccc12,0,-1,-3,-2,4,2,-4,-33,9,0.7
Cc1ccccc1NC(=S)N(C)CCc1ccccn1,4,-4,-3,-2,-2,11,3,-27,30,0.1
Nc1nc(SCC(=O)Nc2ccccc2Sc2ccccc2)n[nH]1,1,0,1,21,-4,24,2,-44,-4,0.1
FC(F)Sc1ccc(-n2cc(-c3ccccc3)[n+]3c2CCC3)cc1,-1,-6,2,5,-2,-10,0,-11,35,-0.2
OCCNC(=S)Nc1cc(Cl)cc(Cl)c1,13,-3,18*,1,3,2,2,5,20,-0.5
COc1cccc(C(=O)NNC(=O)C(=O)Nc2ccc(C)c(Cl)c2)c1,1,-13,-2,-11,-1,-38,1,-12,62,-0.4

# With a hit mark in HSP90 refold inh (from the list above):
molecule	GSK3A inh	HSF1 inhib	HSP90 refold inh	HSF1 activator	aSyn UTR inh	GSK3beta inhib	KLF5 inh	AI-2 QS mod
OCCNC(=S)Nc1cc(Cl)cc(Cl)c1	13	-3	18*	1	2	2	5	20
